Compound activity (PubChem)
CatB block – blocks human cathepsin B protease activity; purified cathepsin B, fluorogenic substrate, fluorescence; inhibition, %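 (tested at 10 µM)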; 0.1% of 63,000 active; in the data active means inhibition above about 21%;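 further: 0% = enzyme with no compound and 100% = no enzyme blank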
Ec RNAP inh – blocks E. coli RNA polymerase transcription | P0A8V2 | fluorescence transcription assay | inhibition, %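 (tested at 10 µM)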 | 0.2% of 62,000 active; in the data active means inhibition above about 20%;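 further: 0% = enzyme without compound and 100% = no enzyme blank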
CatS inh – blocks human cathepsin S protease activity | P25774 | recombinant cathepsin S, AMC dipeptide fluorescence, pooled mixtures | inhibition, %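 (tested at 5 µM per compound within 10-compound mixtures)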 | 0.06% of 62,000 active | AID 501; in the data active means inhibition above about 32%, passing the limit was not always enough;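 further: 0% = enzyme without compound and 100% = blank without enzyme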
Target sequence (P25774 115-331 limits assumed): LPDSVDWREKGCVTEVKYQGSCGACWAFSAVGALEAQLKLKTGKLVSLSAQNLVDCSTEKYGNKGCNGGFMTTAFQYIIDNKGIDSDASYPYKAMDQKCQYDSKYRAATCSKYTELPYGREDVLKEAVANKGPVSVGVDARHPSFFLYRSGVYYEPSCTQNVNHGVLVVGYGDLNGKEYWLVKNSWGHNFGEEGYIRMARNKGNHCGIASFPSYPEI
PKA inh – blocks human protein kinase A activity | inhibition, % at 6 µM | P17612 | AID 524 | PKA Kemptide phosphorylation, Kinase-Glo ATP luminescence | 0.1% of 65,000 active;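 active means inhibition above the screen-wide mean inhibition plus 3 SD, cut at about 21% in these data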; further: many of its hits are not listed in these tables
AP ELISA ortho – alternative pathway complement inhibition, orthogonal assay. Human serum alternative complement pathway, LPS-coated ELISA, C3 deposition; tested in compound mixtures. inhibition, % at 5 µM. 0.08% of 62,000 active. AID 1235;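 active means inhibition above 30% in each of the two pooled mixtures holding the compound, so the lower value exceeds 30%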;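 further: 0% = serum in Mg-EGTA without compound and 100% = EDTA serum blank; some compounds past the cut are filed as inactive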
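Test system – human serum alternative complement pathway, C3 deposition on LPS-coated wells · Buffer or medium – diluted human serum in Mg2+-EGTA GVB++ · Compound dosing – 5 µM each compound, pools of ten, 50 µM per pool · Schedule – 1 h serum-compound exposure at 37 °C · Measured by – Anti-C3 ELISA, OD 450 nm · Read-out basis – percent inhibition of C3 deposition onto LPS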
JNK3 blocker – inhibitors of human JNK3 kinase | P53779 | purified JNK3 kinase activity, HTS | inhibition, % at 8 µM | 0.61% of 60,000 active | AID 746; in the data active means inhibition above about 17%;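 further: 0% = DMSO and 100% = reference inhibitor; many of its hits are not listed in these tables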
Target sequence (P53779 whole entry, looked up): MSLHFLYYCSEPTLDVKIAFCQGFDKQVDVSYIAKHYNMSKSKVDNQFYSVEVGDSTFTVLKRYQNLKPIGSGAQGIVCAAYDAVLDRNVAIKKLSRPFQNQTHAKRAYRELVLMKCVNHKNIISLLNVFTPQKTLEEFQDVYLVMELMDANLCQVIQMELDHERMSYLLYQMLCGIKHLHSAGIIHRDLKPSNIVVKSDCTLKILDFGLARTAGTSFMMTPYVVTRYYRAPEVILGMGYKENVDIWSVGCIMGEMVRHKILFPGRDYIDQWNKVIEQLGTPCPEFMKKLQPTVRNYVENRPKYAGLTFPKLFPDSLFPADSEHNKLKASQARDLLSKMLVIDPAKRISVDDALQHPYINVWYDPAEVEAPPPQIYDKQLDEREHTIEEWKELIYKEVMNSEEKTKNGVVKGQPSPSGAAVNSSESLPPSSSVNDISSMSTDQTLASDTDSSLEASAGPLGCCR
CatB mix inh – human cathepsin B inhibition by mixtures | P07858 | inhibition, %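 (ten-compound pools at 5 µM per compound and 50 µM total)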 | Purified cathepsin B, AMC dipeptide fluorescence, compound mixtures | 0.06% of 62,000 active; in the data active means inhibition above about 22%, passing the limit was not always enough;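 further: 0% = enzyme without compound and 100% = no enzyme blank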
RORA act – activators of human nuclear receptor RORA; P35398; CHO-K1 Gal4-RORA LBD luciferase reporter, luminescence; percent increase over mock-subtracted basal signal; activation, % at 10 µM; 1.5% of 65,000 active; AID 560;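 active means activation above the mean of all tested compounds plus 3 SD, cut at about 49% in these data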;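 further: 0% = DMSO-treated RORA cells and 100% = added signal equal to DMSO minus mock-transfected cells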
ROCK2 inh – ROCK2 (human) kinase inhibition; 0.35% of 60,000 active; purified ROCK2, Kinase-Glo ATP depletion luminescence; O75116; inhibition, % at 6 µM;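 active means inhibition above the screen-wide mean inhibition plus 3 SD, cut at about 18% in these data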;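 further: plate controls were DMSO wells for no effect and Y-27632 control wells after no-enzyme background subtraction for full effect; many of its hits are not listed in these tables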
* hit, by the source's call; nt = no result given. A portion of the library; the hit share may differ from the screen's.

cpd	compound	CatB block	Ec RNAP inh	CatS inh	PKA inh	AP ELISA ortho
1	CCCNC(=O)N1CCN(S(=O)(=O)c2ccc(C)c(C)c2)CC1	5	1	4	10	0
2	O=C(c1ccc(CS(=O)(=O)Cc2ccc(Cl)cc2)o1)N1CCCC1	5	8	0	2	1
3	Cc1cc(C)n(C(=O)CNC(=O)Cc2ccccc2)n1	-2	9	13	-2	-13
4	COc1ccccc1OCC(=O)Nc1ccc(S(=O)(=O)Nc2nc(C)cc(C)n2)cc1	4	21*	14	11	-7
5	Cc1ccc2c(c1)c1c(n2CC(O)CN2C(=O)CNC2=O)C(=O)CCC1 (stereo not given)	-3	6	-3	-4	9
6	CCOC(=O)CC1C(=O)NCCN1C(=O)Nc1ccccc1 (stereo not given)	2	-4	5	-2	16
7	CCCCN(C)CCCNC(=O)c1ccc(N2CCCC2=O)cc1	0	2	-2	3	16
8	CCCN1C(=O)c2cc(C(=O)Nc3ccccc3CC)ccc2C1O (stereo not given)	1	1	-2	-6	14
9	Nc1nc2c(s1)C(=O)CCC2	0	2	-7	6	6
10	CCOC(=O)C(C)Sc1nnc(-c2ccccc2O)n1Cc1ccccc1 (stereo not given)	1	8	-7	8	-1

cpd	JNK3 blocker	CatB mix inh	RORA act	ROCK2 inh
1	4	2	-12	8
2	-3	5	-8	2
3	-9	5	9	-1
4	3	3	1	6
5	-3	3	16	1
6	-5	43	-25	0
7	-3	5	12	5
8	4	1	11	2
9	1	-3	-15	2
10	4	1	-15	4

Next section:
cpd	compound	CatB block	Ec RNAP inh	CatS inh	PKA inh	AP ELISA ortho
11	Cc1c(C2Nc3ccccc3NC3=C2C(=O)CC(C)(C)C3)cnn1C (stereo not given)	2	6	-3	-2	10
12	CCn1c(COc2cccc3ccccc23)nnc1SCC(N)=O	-6	10	6	10	1
13	CC1(C)c2ssc(=S)c2-c2ccccc2N1C(=O)c1ccco1	7	5	13	1	4
14	COc1ccc(-c2nc(CS(=O)CC(=O)NCc3ccc(Cl)cc3)c(C)o2)cc1 (stereo not given)	3	4	3	6	20
15	CCCOC(=O)c1ccc(-c2c(C)noc2-c2ccc(OC)cc2O)o1	3	9	8	7	-8
16	CCOc1cc2c(cc1OCC)C(c1cc(OC)c(O)c(OC)c1)NCC2 (stereo not given)	4	6	13	-6	2
17	COc1ccc(OC)c(NC(=O)Cn2cnc3c(cnn3-c3ccccc3)c2=O)c1	-1	-3	-7	-7	11
18	COc1ccccc1-c1nnc2sc(COc3ccc(F)cc3)nn12	0	7	6	3	-2
19	COc1cc(-c2nnc3sc(-c4ccccn4)nn23)cc(OC)c1OC	6	9	19	4	-9
20	CCc1ccc(NC(=O)CCn2c(=O)oc3ccccc32)cc1	3	5	7	-2	6

cpd	JNK3 blocker	CatB mix inh	RORA act	ROCK2 inh
11	-4	0	9	1
12	-3	5	-22	7
13	-4	5	-8	-7
14	-1	2	11	3
15	-2	1	-18	1
16	-7	1	-6	-2
17	-1	1	-13	1
18	-1	-7	-1	4
19	3	2	4	4
20	4	2	22	0

9 entries from above in a different format.
Every second line gives: CatB block	Ec RNAP inh	CatS inh	PKA inh	AP ELISA ortho	JNK3 blocker	CatB mix inh	RORA act	ROCK2 inh
9: Nc1nc2c(s1)C(=O)CCC2
  0	2	-7	6	6	1	-3	-15	2
10: CCOC(=O)C(C)Sc1nnc(-c2ccccc2O)n1Cc1ccccc1 (stereo not given)
  1	8	-7	8	-1	4	1	-15	4
11: Cc1c(C2Nc3ccccc3NC3=C2C(=O)CC(C)(C)C3)cnn1C (stereo not given)
  2	6	-3	-2	10	-4	0	9	1
12: CCn1c(COc2cccc3ccccc23)nnc1SCC(N)=O
  -6	10	6	10	1	-3	5	-22	7
13: CC1(C)c2ssc(=S)c2-c2ccccc2N1C(=O)c1ccco1
  7	5	13	1	4	-4	5	-8	-7
14: COc1ccc(-c2nc(CS(=O)CC(=O)NCc3ccc(Cl)cc3)c(C)o2)cc1 (stereo not given)
  3	4	3	6	20	-1	2	11	3
15: CCCOC(=O)c1ccc(-c2c(C)noc2-c2ccc(OC)cc2O)o1
  3	9	8	7	-8	-2	1	-18	1
16: CCOc1cc2c(cc1OCC)C(c1cc(OC)c(O)c(OC)c1)NCC2 (stereo not given)
  4	6	13	-6	2	-7	1	-6	-2
17: COc1ccc(OC)c(NC(=O)Cn2cnc3c(cnn3-c3ccccc3)c2=O)c1
  -1	-3	-7	-7	11	-1	1	-13	1

The listing continues.
cpd	compound	CatB block	Ec RNAP inh	CatS inh	PKA inh	AP ELISA ortho
21	CC(C)Cc1nnc(NS(=O)(=O)c2ccc(Cl)cc2)s1	0	-3	-3	7	9
22	O=C(Cn1c(=O)n(Cc2ccco2)c(=O)c2c3c(sc21)CCCC3)Nc1ccccc1	4	1	32	1	10
23	CCOc1ccc2ccccc2c1C(=O)Nc1cc(=O)n(C)c(=O)n1C	2	2	-3	3	30
24	Cc1cc(NC(=O)COn2nnc3ccccc32)no1	2	4	-8	0	5
25	CC(=O)c1cc(-c2ccccc2)n(CCC(=O)NCc2cccs2)c1C	1	-2	6	13	-4
26	CCOCCCNC(=O)c1c(C)c(C(=O)OCC)n(C)c1C	1	-7	-7	6	-9
27	C(=N\n1cnnc1)/c1cccc2ccccc12	-1	-4	-6	3	-5
28	CC(=O)NC(Cc1c[nH]c2ccccc12)C(=O)OCC(=O)Nc1cc(C)on1 (stereo not given)	2	-8	5	0	2
29	CCNC(=O)COc1ccc(Br)cc1Cl	1	-4	0	-2	1
30	O=C(CCn1c(=O)oc2ccccc21)NCCN1CCOCC1	6	3	25	2	-16

cpd	JNK3 blocker	CatB mix inh	RORA act	ROCK2 inh
21	13	-1	-7	0
22	1	0	-27	-3
23	-1	5	-17	3
24	1	1	-15	-4
25	1	1	-2	3
26	-10	-1	4	-6
27	4	2	-2	-1
28	-2	3	-15	-2
29	-4	0	22	0
30	0	1	21	5

Further structures:
cpd	compound	CatB block	Ec RNAP inh	CatS inh	PKA inh	AP ELISA ortho
31	Cc1onc(-c2ccncc2)c1C(=O)O	1	7	-3	11	-2
32	Cc1oc(-c2ccccc2F)nc1CS(=O)CC(=O)NCc1ccc2c(c1)OCO2 (stereo not given)	1	10	6	3	-3
33	Cc1cc(Cl)c(S(=O)(=O)NC(C(=O)O)c2ccccc2)cc1OCC(N)=O (stereo not given)	2	8	8	6	2
34	CCCCOC(=O)c1ccc(NS(=O)(=O)c2cc(-c3nnnn3CC)ccc2OC)cc1	1	-5	-6	9	8
35	CC(=O)Nc1ccc(N2C(=O)CC(N3CC(C)OC(C)C3)C2=O)cc1 (stereo not given)	3	5	-1	6	14
36	CCOC(=O)c1cnn2c(C(F)(F)F)cc(-c3ccccc3)nc12	4	6	-1	0	11
37	Cc1csc(NC(=O)c2c(O)c3c(n(CC(C)C)c2=O)CCCC3)n1	3	6	7	-3	-7
38	COc1ccccc1-c1cc(C(F)(F)F)nc(S(=O)(=O)CCCC(=O)N2CCOCC2)n1	-2	10	9	3	2
39	COc1ccc(CCN=C2SCC(=O)N2C)cc1OC	4	8	0	6	24
40	CCOC(=O)N1CCN(C(=O)Cc2ccc(Cl)cc2)CC1	1	6	7	8	9

cpd	JNK3 blocker	CatB mix inh	RORA act	ROCK2 inh
31	8	1	19	2
32	0	-3	-16	5
33	4	-2	-1	9
34	1	-2	7	1
35	-2	3	-2	3
36	-1	2	-13	4
37	2	-2	-8	-3
38	-5	9	-35	2
39	-2	4	14	6
40	-3	4	11	6

More entries follow.
cpd	compound	CatB block	Ec RNAP inh	CatS inh	PKA inh	AP ELISA ortho
41	O/N=C1\CCCc2nnc3c(c21)CCCC3	nt	nt	4	0	20
42	COc1ccc(-c2noc(Cc3ccc(Cl)cc3)n2)cc1OC	8	7	8	nt	0
43	CCOc1ccc(N(CC(=O)O)S(=O)(=O)c2ccc(OC)c(OC)c2)cc1	3	6	11	0	7
44	COc1ccc(C(=O)Nc2ccc3c(c2)nc2n3CCSC2)cc1	2	6	7	-5	10
45	Cc1c(-c2nn(C)c(=O)c3ccccc23)oc2ccc(F)cc2c1=O	4	5	22	7	-1
46	COc1ccc(Br)cc1C(=O)Nc1cccc(NC(=O)c2ccco2)c1	-1	12	9	-2	9
47	CCCCOc1cccc(C(=O)N(Cc2ccco2)C2CCS(=O)(=O)C2)c1 (stereo not given)	1	6	7	7	1
48	Cc1ccc(OCCCn2c(CO)nc3ccccc32)cc1	-4	2	9	4	9
49	CCn1c(C(=O)N2CCC(C(=O)N3CCN(c4ccccn4)CC3)CC2)cc2sccc21	2	-3	7	7	-4
50	Fc1ccc2nc3n(c2c1F)CCCCCC3	1	8	4	10	6

cpd	JNK3 blocker	CatB mix inh	RORA act	ROCK2 inh
41	-1	3	-1	2
42	nt	4	nt	nt
43	0	1	-2	2
44	-7	2	26	-5
45	6	9	5	0
46	4	2	-2	2
47	8	-5	-24	0
48	-1	4	0	4
49	4	-5	4	2
50	12	2	-3	7

More compounds
cpd	compound	CatB block	Ec RNAP inh	CatS inh	PKA inh	AP ELISA ortho
51	CC1(C)CC(=O)C2=C(C1)N(CCN1CCOCC1)C1=C(C(=O)CC(C)(C)C1)C2c1cccc(F)c1	3	-5	-4	8	14
52	Cc1ccc(-c2nn(CC(=O)NCC3CCCO3)c(=O)c3ccccc23)cc1 (stereo not given)	2	2	0	7	10
53	O=C(NCc1ccco1)c1cc2c(s1)CCCCC2	5	3	3	-1	13
54	Cc1cc(NC(=O)c2ccccc2NS(=O)(=O)c2c(C)c(C)cc(C)c2C)no1	1	0	16	-3	12
55	CCOC(=O)C1CCN(c2c(NCc3ccc(C(=O)NC(C)CC)cc3)c(=O)c2=O)CC1 (stereo not given)	-2	6	7	13	7

cpd	JNK3 blocker	CatB mix inh	RORA act	ROCK2 inh
51	-3	0	4	8
52	2	1	-3	7
53	1	6	7	2
54	nt	3	-9	nt
55	3	-1	1	6
